# Source: PubChem BioAssay
# Vif inh: HIV Vif self-association inhibitors, primary screen, imaging, HEK293T, single point; inhibition, % at 7.49 µM; actives 0.35% (n = 340,000); AID 602346, 2012; HEK293T cells, Vif self-association by quenched fluorescence, 24 h; in the data active = inhibition above about 50%, passing the limit was not always enough; note: some results filed as inactive read as strong as hits
# NR2E3 ag-1: NR2E3 agonists in two-hybrid cells, primary screen, cell-based, luminescence, CHO-S, Gal4-NCOR/VP16-NR2E3 | Photoreceptor-specific nuclear receptor (Homo sapiens), Q9Y5X4 | luciferase | inhibition of corepressor binding, % at 3.98 µM | actives 0.35% (n = 360,000) | AID 602229, 2012;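 active = inhibition above the mean of all tested compounds plus 3 SD, cut at about 70% in these data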;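 note: 0% = DMSO with NR2E3 transfected cells and 100% = cells lacking NR2E3 construct; higher means lower luciferase signal from less NR2E3 corepressor binding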
# Target sequence (Q9Y5X4 whole entry, looked up, the tested form may be a part): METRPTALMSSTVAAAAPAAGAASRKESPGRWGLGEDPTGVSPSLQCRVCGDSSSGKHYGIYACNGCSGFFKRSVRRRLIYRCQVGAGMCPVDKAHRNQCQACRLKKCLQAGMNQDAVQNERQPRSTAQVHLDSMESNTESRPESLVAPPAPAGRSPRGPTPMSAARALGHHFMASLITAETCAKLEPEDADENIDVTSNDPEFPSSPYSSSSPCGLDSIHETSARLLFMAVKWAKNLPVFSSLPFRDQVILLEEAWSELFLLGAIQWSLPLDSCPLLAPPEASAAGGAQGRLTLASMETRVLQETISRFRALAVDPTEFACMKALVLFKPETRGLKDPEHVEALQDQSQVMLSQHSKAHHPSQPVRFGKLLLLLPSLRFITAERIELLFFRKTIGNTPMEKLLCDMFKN
# NR2E3 ag-2: inhibitors of NR2E3-RetCOR corepressor binding, primary screen, NR2E3 agonist project, biochemical, TR-FRET, GST-NR2E3, biotin-RetCOR. Photoreceptor-specific nuclear receptor (Homo sapiens), Q9Y5X4. 1536-well. inhibition of corepressor binding, % at 4.78 µM. actives 0.12% (n = 320,000). AID 2300, 2010;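 active = percent inhibition above the cutoff of mean plus 3 SD of all tested compounds, set per screening campaign, cut at about 20% in these data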;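 note: 0% = DMSO wells and 100% = biotin wells as full block of FRET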
#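 Material: NR2E3–RetCOR corepressor complex | Quantity: 1.35 nM GST-tagged NR2E3 final | Schedule: 5 h at 4 °C | Replication: Singlicate compound wells | Reagent: RetCOR corepressor, biotinylated, 7 nM | Controls: Biotin wells as high control, 0.6% DMSO wells as low control | Signal: TR-FRET, Eu(K)-anti-GST donor, streptavidin-D2 acceptor, ex 340, em 617/671 nm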
# aDG glyco up: activators of alpha-DG glycosylation, primary screen, uHTS, Pro5-aDG cells, AlphaScreen; activation, % at 10 µM; alpha-DG glycosylation AlphaScreen (IIH6); 0% Pro5, 100% B10-LARGE cell signal; actives 0.22% (n = 360,000);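 active = activation of at least 8% versus controls, or a plate z-score of at least 8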;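 note: Pro5 are CHO cells carrying HIG-tagged alpha-DG that lacks glycosylation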
# HIF-2a block: HIF-2a reporter inhibitors, primary screen, luminescence, 786-0 RCC cells | 786-0 RCC cells HIF-2a reporter, luciferase luminescence, overnight | inhibition, % at 18.8 µM | actives 0.72% (n = 360,000) | AID 624352, 2012;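 active = inhibition of the luminescence signal of 40% or more relative to plate controls, in a single-dose primary screen at 18.75 µM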
# hiPSC survival: enhancers of single-cell hiPSC survival, primary screen, ATPlite luminescence | 100% = ROCK inhibitor wells, 0% = DMSO | survival enhancement, % at 20 µM | actives 0.044% (n = 360,000) | AID 602274, 2012; in the data active = survival enhancement above about 18%;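 note: cells exposed to compounds for 16 hours before the ATP read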
# Peg3 prom inh: Peg3 promoter-driven luciferase inhibitors, primary screen, cell-based, HeLa, luciferase luminescence; HeLa PEG-Prom luciferase reporter, overnight; inhibition, % at 20 µM; actives 1.7% (n = 360,000);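 active = inhibition of at least 50% at 20 µM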
# Exocytosis inh: LAMP-1 surface exposure blockers, TALL-104 cells – cell-based, flow cytometry, MLPCN library, primary screen. TALL-104 LAMP-1 surface exposure; cells stimulated with thapsigargin and PMA. inhibition, % at 10 µM. actives 0.66% (n = 360,000);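 active = inhibition above about 55%, limit read from the data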
# MITF TRPM1 inh: inhibitors of MITF-dependent TRPM1 promoter reporter, primary screen, cell-based, SK-MEL-5, single point, luciferase; SK-MEL-5 TRPM1 promoter luciferase, 24 h; actives 0.83% (n = 330,000); inhibition, % at 12.5 µM;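 active = mean inhibition across replicates of 60% or more, whatever share of single replicates reaches that level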; note: values of inactives mirror those of a sister screen read the other way
# CaV13 ICDI inh: Disruptors of the CACNA1D IQ motif to Ca2+-dependent inactivation inhibitor domain association, primary screening, Förster resonance energy transfer in intact living …; HEK cells, CFP/YFP FRET ICDI-IQ, plate reader, 10 min; percent FRET-ratio fall versus neutral wells; inhibition, % at 12.3 µM; actives 0.098% (n = 340,000); AID 743397;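 active = mean replicate inhibition of at least 30% and at least 1% of replicates passing that level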;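 note: 0% = median of the neutral control wells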
# PDI turbidity: inhibitors of human PDI, primary screen, biochemical, turbidity, single point, plate reader | Protein disulfide-isomerase (Homo sapiens), P07237 | actives 0.052% (n = 350,000) | AID 588391, 2011 | inhibition, % at 10 µM | PDI insulin aggregation turbidity, A650, 90 min;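 active = mean inhibition across replicates of 30% or more, whatever share of single replicates reach that level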;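 note: absorbance from insulin aggregation driven by PDI reduction with DTT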
# Target sequence (P07237 whole entry, looked up): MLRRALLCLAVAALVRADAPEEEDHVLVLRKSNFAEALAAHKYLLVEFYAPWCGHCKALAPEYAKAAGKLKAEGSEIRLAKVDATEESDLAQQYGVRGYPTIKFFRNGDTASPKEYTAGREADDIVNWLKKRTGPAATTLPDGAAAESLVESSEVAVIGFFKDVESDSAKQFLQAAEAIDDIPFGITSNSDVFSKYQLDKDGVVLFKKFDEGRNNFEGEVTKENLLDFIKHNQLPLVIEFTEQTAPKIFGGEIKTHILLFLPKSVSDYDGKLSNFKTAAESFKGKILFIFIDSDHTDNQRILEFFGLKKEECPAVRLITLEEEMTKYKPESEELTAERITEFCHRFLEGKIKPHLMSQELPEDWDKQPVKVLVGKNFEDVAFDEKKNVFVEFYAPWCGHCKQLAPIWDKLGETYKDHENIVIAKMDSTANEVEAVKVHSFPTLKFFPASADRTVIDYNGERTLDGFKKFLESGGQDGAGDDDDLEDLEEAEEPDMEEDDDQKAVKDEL
# * hit, by the source's call; . = no result given.
SMILES,Vif inh,NR2E3 ag-1,NR2E3 ag-2,aDG glyco up,HIF-2a block,hiPSC survival,Peg3 prom inh,Exocytosis inh,MITF TRPM1 inh,CaV13 ICDI inh,PDI turbidity
CC(=O)N/C(=C\c1ccccc1)C(=O)NCC(=O)O,17,-5,.,-0.3,11,0.2,0,-2,4,-2,-1
CC(C)C(C(=O)O)N1CCS(=O)(=O)CC1 (configuration not stated),-1,-3,-4,-0.7,15,2.4,26,1,4,1,-2
Cc1ccc(NC(=O)NC(=O)CSc2n[nH]c(N)n2)c(C)c1,-2,5,4,-0.2,-21,-1.8,-20,-2,-7,-21,4
C=CCOc1ccc(/C=C\c2nc(O)c([N+](=O)[O-])c(=O)[nH]2)cc1OCC,10,-17,2,0.0,6,0.2,2,2,0,-15,-6
O=C(c1cnn(-c2ccc(Cl)cc2)c1)c1ccccc1O,1,-100,5,0.0,-70,-2.1,-240,0,-41,-9,7
O=C(Cn1cnc([N+](=O)[O-])n1)NCc1ccccc1,1,-8,-1,0.3,18,-1.8,13,1,-10,.,-5
Cc1ccc(CN/C=C/C(=O)c2ccc(Br)cc2)cc1,0,-1,0,-0.1,-163,1.2,-143,2,-27,.,4
COCCCNc1nc2nonc2nc1N1C[C@H]2CC[C@H]1C2,6,-23,-1,-0.3,20,0.7,4,1,2,-4,-2
COc1cc(/C=N\NC(=O)c2ccc(Cl)cc2)ccc1Oc1ccc([N+](=O)[O-])cn1,-13,5,-2,0.0,0,-0.9,13,7,-24,-6,-1
CCCCCC(=O)Nc1ccc(C(=O)COC(=O)CN2C(=O)NC3(CCCC3)C2=O)cc1,-7,-14,-5,0.9,-98,0.2,-29,-8,-5,-4,-6
CCn1c(/C=C/Nc2ccccc2)[n+](CC)c2ccc(C(=O)OCC(F)(F)F)cc21,-10,-12,0,0.0,20,-3.3,-3,0,5,-2,-4
O=C(Nc1ccc(N2CCCC2)cc1)c1cc(Br)ccc1Cl,-1,3,5,-0.2,10,-0.3,38,-5,-4,-21,-17
CCOC(=O)C1(Cc2ccc(Cl)cc2)CCN(C(C)Cc2ccc(O)c(OC)c2)CC1 (configuration not stated),-2,64,6,0.8,6,-0.8,9,4,5,-6,-3
C/C(=N\NC(=O)CNC(=O)c1ccccc1F)c1ccco1,13,-26,0,-0.1,-9,-0.2,-13,42,9,-2,-7
CC(C)Sc1nnc(Nc2ccccc2)s1,7,-181,2,0.0,-263,-0.3,-355,-1,-78,-6,-7
NC(=S)NNc1ccc(Cl)c(Cl)c1,4,-5,3,0.5,13,-0.1,14,68*,16,0,5
CCN(CCNC(=O)C1CCN(c2nnc(-n3cccc3)s2)CC1)c1ccccc1,-3,-1,2,-0.1,-1,-0.9,19,1,-1,-5,1
O=C(CC1C=CCC1)Nc1ccccc1 (configuration not stated),-4,4,.,-0.2,-83,-1.8,-47,17,-11,-5,2
COc1ccc(NC(=O)CNc2ccc(C#N)cc2)cc1,0,-31,0,0.0,2,-1.6,7,0,-6,-4,-4
CCOC(=O)C1(C)NC(c2ccccc2F)C2C(=O)N(c3cccc(C(C)=O)c3)C(=O)C21 (configuration not stated),-6,-8,2,0.3,8,0.1,16,3,-8,-5,-8

# Brought forward from above: three entries; new compounds follow.
SMILES,Vif inh,NR2E3 ag-1,NR2E3 ag-2,aDG glyco up,HIF-2a block,hiPSC survival,Peg3 prom inh,Exocytosis inh,MITF TRPM1 inh,CaV13 ICDI inh,PDI turbidity
O=C(CC1C=CCC1)Nc1ccccc1 (configuration not stated),-4,4,.,-0.2,-83,-1.8,-47,17,-11,-5,2
COc1ccc(NC(=O)CNc2ccc(C#N)cc2)cc1,0,-31,0,0.0,2,-1.6,7,0,-6,-4,-4
CCOC(=O)C1(C)NC(c2ccccc2F)C2C(=O)N(c3cccc(C(C)=O)c3)C(=O)C21 (configuration not stated),-6,-8,2,0.3,8,0.1,16,3,-8,-5,-8
Cc1ccccc1C(=O)NNC(=O)C(=O)Nc1cccc(Cl)c1C,13,-8,-1,0.0,-2,0.3,-13,3,-22,-2,-3
Cc1ccsc1C(=O)N1CCN(c2ncccn2)CC1,-2,-12,3,0.2,-9,-0.7,10,-6,-5,-3,11
CN(CCOc1ccc(Cl)cc1)C(=O)c1ccc(S(=O)(=O)N2CCOCC2)cc1,-5,-14,4,0.3,9,-0.8,6,0,-17,-5,2
COc1ccc(CNCc2ccc(OC)c3ccccc23)cc1,-8,-5,-3,0.7,7,-0.1,1,-6,11,-14,0
O=[N+]([O-])c1ccc(N2CCN(Cc3ccccc3)CC2)s1,3,-5,-5,-0.1,9,-0.5,-1,5,-10,-3,-8
O=C(CCc1ccccc1)NC(=S)Nc1cc(C(F)(F)F)ccc1N1CCOCC1,-12,5,1,0.9,17,-0.1,22,6,18,-8,10
Cc1nnsc1C(=O)Nc1ccc(S(=O)(=O)N2CCCCC2C)cc1 (configuration not stated),-7,-2,1,0.1,0,0.9,0,-7,1,-15,5
COC(=O)c1cc(-c2c(-c3cc(OC)c(OC)c(OC)c3)noc2C)cc([N+](=O)[O-])c1,-8,7,4,-0.3,6,0.4,4,-4,2,-9,6
COc1ccc(N(C(C)C(=O)NN=C2CCCCCCC2)S(C)(=O)=O)cc1 (configuration not stated),-1,-4,0,-0.1,12,-5.7,-4,2,-9,-4,7
CCOC(=O)C1=C(C)NC(C)=C(C(=O)OCC)C1C,19,29,-2,-0.1,12,-1.8,13,-3,7,-2,0
CCc1nnc(SCc2cn3c(C)cc(C)nc3n2)n1N,17,-10,3,-0.1,9,-0.9,6,2,-1,-7,6
Cc1cc(C=O)c(C)n1-c1ccc(Cl)c(C(=O)O)c1,-2,-40,6,-0.2,5,-0.7,11,-3,-12,-1,-5
Cc1ccc(-c2nc3cc(N)ccc3o2)cc1Br,-3,-128,5,-0.1,-126,-0.1,-303,-14,-25,-5,-7
Cc1ccc([C@H]2C(C(=O)O)=CC[C@@H](c3cccc(Cl)c3)N2S(=O)(=O)c2ccc(C)cc2)cc1,.,-9,.,-0.1,1,-1.6,-1,0,-5,-5,-1
Cc1ccc(NCC(=O)N/N=C\c2ccc[nH]2)cc1,-3,-29,4,-0.1,12,-0.8,9,-7,.,-4,-3
CC(C)CC(=O)NC(=S)Nc1ccc(NC(=O)c2ccco2)cc1,-6,-7,-1,0.1,-11,-0.2,-13,2,-12,-18,13
CCOc1ccc(CCN2C(=S)N([C@@H](Cc3ccc(O)cc3)CN3CCC[C@@H]3CN3C(=S)NC[C@@H]3Cc3ccccc3)C[C@@H]2CC(C)C)cc1,13,7,.,1.4,1,-2.2,-15,19,.,-7,.
COc1ccc(OC)c(CC(NC(C)=O)C(=O)NC2CCN(S(=O)(=O)c3ccc(NC(C)=O)cc3)CC2)c1 (configuration not stated),-10,-19,-3,-0.2,13,0.8,3,-4,-7,-4,8
Cc1cccc(NC(=O)N2CCCCCC2)c1,0,-8,-2,0.0,-152,0.6,-60,-5,-30,-3,-6
O=C(O)c1ccc(Nc2nc3ccc(Cl)cc3[nH]2)cc1,-6,-10,3,-0.1,4,-0.6,-10,12,8,-9,5
O=[N+]([O-])c1ccc(Sc2nccn2Cc2ccccc2)cc1,0,-17,0,0.3,-18,5.8,-2,6,-2,-5,0
Cc1ccc(NC(=S)N2CCN(c3ccccn3)CC2)c(C)c1,31,16,3,0.5,13,-0.5,19,17,-2,-1,21
COc1ccc(-c2nn(-c3ccccc3)cc2/C=N/O)cc1OC,-12,60,-2,0.2,7,0.0,45,11,-5,-18,6
COc1cc(NC(=O)c2ccc(F)cc2)c(OC)cc1NC(=O)CN1CCOCC1,-1,-12,0,0.1,-23,-0.3,-10,2,-8,-4,0
CCCS(=O)(=O)N1CCN=C1SCc1cccnc1,-4,12,5,0.3,16,1.1,12,-2,4,1,-2
COC(=O)c1sccc1NC(=O)CN(C)NS(=O)(=O)c1ccc(F)cc1,.,-3,1,-0.1,6,2.0,11,-2,10,-5,-1
O=C(O)c1cc([N+](=O)[O-])ccc1NCc1cccnc1,-1,18,-1,-0.1,21,0.1,12,-4,-11,-19,16
Cc1nn(CCC(=O)NNC(=S)Nc2cccc(Cl)c2)c(C)c1[N+](=O)[O-],5,-13,-2,-0.2,24,-0.4,-2,-2,10,-4,8
CCC(C)[C@H](N)C(=O)N[C@H]1CCC2C3CC=C4C[C@@H](O)CC[C@]4(C)C3CC[C@@]21C (some centres not stated),-3,-6,.,0.4,86*,-1.6,110*,43,.,-6,12
CCOc1ccc(C(=O)NCC(=O)N2CCCCCCC2)cc1OCC,6,-9,1,0.1,12,1.5,9,-8,12,.,-1
COc1ccc(/C(C)=N/NC2=NCCN2)cc1Cl,1,-54,.,0.2,9,-0.5,7,5,2,-3,-1
CC(=O)c1nnn(-c2ccccc2C#N)c1C,-3,-2,0,0.1,12,0.3,6,-4,-1,-20,-4
Cc1nnc(NC(=O)C23CC4CC(C)(CC(C)(C4)C2)C3)s1,32,1,4,0.3,10,0.0,14,1,4,-5,14
O=C(c1cccc(F)c1)N1CCN(c2cc(N3CCCCC3)c(F)cc2[N+](=O)[O-])CC1,-6,6,2,1.1,13,-2.9,15,-6,-8,-8,0
Cc1cc(C)n2nnnc2c1C#N,-2,10,1,0.3,18,-2.5,9,-2,-3,.,0
Cc1cc(NC(=O)c2coc(=O)c(Br)c2)ccc1C(C)C,.,-31,3,-0.1,-36,0.4,-34,33,-7,-60,-15
CC(O)CNC12CC3CC(CC(C3)C1)C2 (configuration not stated),2,-21,-3,-0.1,8,-2.3,2,1,7,2,-1
COc1ccc(-c2ccc(C(=O)NCc3ccco3)c3occc23)c(C)c1,-12,-64,.,0.2,-192,3.5,-145,25,.,-5,4
CC(C)(C)c1cc(C(=O)NCc2cc(F)cc3c2OCOC3)n(Cc2ccccc2)n1,-6,-90,-1,-0.1,-198,-0.1,-129,-2,-60,-5,0
COC(=O)C(OC(=O)c1ccccc1)C(C)Br (configuration not stated),-1,1,4,1.0,4,0.9,-10,9,0,-6,1
CCOc1ccc(N2C(=O)Cc3ccccc3C2=O)cc1,3,-41,0,-0.1,4,-0.4,-14,-1,-6,-7,-7

# Not a hit list; overall some 3.5% were active at least once.
